Assay outcomes: PubChem, National Center for Advancing Translational Sciences (NCATS)
N370S GC = inhibits or activates N370S mutant glucocerebrosidase | P04062 | N370S GC spleen homogenate, 4MU-glucoside fluorescence | Potency, µM (doses to about 59.4 µM), for inactives: at the highest dose activity change, negative = inhibition, usual class: inhibitors | hit rate 0.092% among 330,000 | AID 2101;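 note: 0% = full enzyme activity and -100% = no enzyme basal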
GCN5L2 inh = blocks human GCN5L2 histone acetyltransferase; AID 504327; hit rate 0.21% among 390,000; GCN5L2 HAT assay, ThioGlo1 CoA-SH fluorescence; Potency, µM (highest dose often 58.9 µM), inactives show top-dose activity change, negative = inhibition, usual class: inhibitors; Q92830
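GCN5L2 (20nM final) in 50mM HEPES, 0.1mM EDTA pH 7.5, 0.01% Tween-20 was preincubated 15 min at room temperature with compound, then given ThioGlo1 (50uM), H3(1-25) peptide (75uM) and acetyl-CoA (70uM); CoA-thiol fluorescence (Ex340/Em540) was read at 0 and 20 min.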
FEN1 inhibitor = blocks human flap endonuclease 1; P39748; Recombinant FEN1 flap cleavage, fluorescence, 15 min; Potency, µM (series often up to 114 µM), without a hit: top-dose activity change, negative = inhibition, usual class: inhibitors; hit rate 0.35% among 390,000; AID 588795; note: nearly all actives have a fitted effect of over 65% in size
Target sequence (P39748 whole entry, looked up): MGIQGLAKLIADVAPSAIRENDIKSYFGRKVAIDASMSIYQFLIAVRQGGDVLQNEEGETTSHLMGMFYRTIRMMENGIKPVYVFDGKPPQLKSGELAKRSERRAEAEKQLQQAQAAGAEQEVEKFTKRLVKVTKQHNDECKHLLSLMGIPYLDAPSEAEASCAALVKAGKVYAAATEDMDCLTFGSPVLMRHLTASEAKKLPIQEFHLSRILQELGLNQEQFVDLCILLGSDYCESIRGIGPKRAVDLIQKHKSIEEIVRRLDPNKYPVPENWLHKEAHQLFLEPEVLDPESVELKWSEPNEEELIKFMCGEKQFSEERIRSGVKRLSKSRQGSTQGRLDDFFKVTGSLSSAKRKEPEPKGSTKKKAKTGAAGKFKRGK
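Potency values derive from four-parameter Hill fits of normalized qHTS data. The reaction used 10 nM FEN1 preincubated 15 min at room temperature with compound, then 50 nM DNA substrate, read at 0 and 15 min.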
Active calls of the source: *; ? = inconclusive; / = not tested or not shown; & = joins results of further samples; [ ] = another dose, or the depositor's remark. Calls come from the whole dose curve; as a rule, active = well fitted curve in the direction sought with a large enough effect; inconclusive = small, poorly fitted or top-dose-only effect, or another doubt; inactive = no such curve, though single readings can be large; an effect the other way counts as inactive or inconclusive. Unless noted, % is set by controls: 0 for no effect and ±100 for the full control effect; potency is the fitted concentration of half-maximal effect. An excerpt; rates above refer to the full screens.

SMILES	N370S GC	GCN5L2 inh	FEN1 inhibitor
CC(C)c1ccc(-n2c(O)c(C=NCCN3CCNCC3)c(=O)[nH]c2=S)cc1	0%	-4%	25%
O=c1c2ccccc2nc(-c2ccccc2)n1-c1ccccc1O	2%	?	-10%
COc1ccc(OC)c(N2C(=O)NC(=O)C3(Cc4cc(C)ccc4N(C)C3)C2=O)c1 (stereo not drawn)	1%	-2%	-7%
CN1CCN(Cc2cn3cccnc3n2)CC1	3%	-12%	-10%
COC(=O)C1=C(c2cccc(OCc3ccccc3)c2)C[C@@H]2CC[C@H]1N2C(=O)NCc1ccc([N+](=O)[O-])cc1	/	-6%	6%
CCOc1ccc(/C=C2/C(=O)NC(=O)N(CCc3ccc(F)cc3)C2=O)cc1	9%	-23%	-23%
CCOC(=O)/C(=N\Nc1ccccc1)N1CC1	-14%	-13%	6%
C=CCn1c(O)c(C(CC)=NCCC2=CCCCC2)c(=O)[nH]c1=O	?	-15%	-16%
CC1CC2CC(=O)C3CCCN4CCCC2[C@]34C1 (stereo partly drawn)	4%	-1%	/
CCN(CC)c1ccc(N=Cc2c(O)n(CCc3ccc(OC)c(OC)c3)c(=O)[nH]c2=O)cc1	-4%	71%[activator]	-4%
O=C(c1cc(C(=O)NCc2ccc(Cl)cc2)c(=O)n(Cc2ccc(Cl)cc2)c1)c1cc(F)ccc1O	12%	-8%	-6%
Cc1ccc2c(c1)C1CN(C)CCC1N2C(=O)COc1ccc(S(=O)(=O)N2CCOCC2)cc1 (stereo not drawn)	10%	-5%	-3%

Looked up above.
GCN5L2 inh result of CN1CCN(Cc2cn3cccnc3n2)CC1 → -12%
N370S GC result of Cc1ccc2c(c1)C1CN(C)CCC1N2C(=O)COc1ccc(S(=O)(=O)N2CCOCC2)cc1 (stereo not drawn) → 10%

Other structures follow.
SMILES	N370S GC	GCN5L2 inh	FEN1 inhibitor
CN1CCN(c2ccc(N)cc2Cl)CC1	-7%	-2%	-8%
Cc1cccc(-n2c(O)c(C=NCCN3CCNCC3)c(=O)[nH]c2=S)c1	-15%	-3%	8%
CCN(CC)CCCN=C(C)c1c(O)n(-c2ccc(C)cc2)c(=O)[nH]c1=O	-5%	-2%	0%
COC1=CC2[C@@H]3Cc4ccc(OC)c(O)c4[C@]2(CCN3C)CC1=O (stereo partly drawn)	/	3%	12%
C(=NC12CN3CN(CN(C3)C1)C2)c1cccs1	8%	-7%	3%
CC1CCC[C@H](O)CCCCCc2cc(O)cc(O)c2C(=O)O1 (stereo partly drawn)	1%&-3%	-3%&-5%	-11%
CC1CC[C@@]2(NC1)O[C@@H]1C[C@H]3C4CC=C5C[C@@H](O)CC[C@]5(C)C4CC[C@]3(C)[C@H]1[C@@H]2C (stereo partly drawn)	-6%	-18%[0.501 µM]	/
CC12CN3CC(C)(CN(C1)C3c1ccco1)C2=O (stereo not drawn)	1%	-5%	7%
Cn1c(O)c(C=Nc2ccc(Br)cc2)c(=O)n(C)c1=O	-1%	-17%	2%
O=c1[nH]c(=S)n(C2CC2)c(O)c1C=Nc1cccc(C(F)(F)F)c1	-14%	27%	9%
CC(N)Cc1c[nH]c2ccc(O)cc12 (stereo not drawn)	-1%&-10%	-3%	0%
COc1cccc(-n2c(=S)[nH]c3ccccc3c2=O)c1	1%	-6%	3%

Filtered by structure: the entries above containing a Cl atom.
SMILES	N370S GC	GCN5L2 inh	FEN1 inhibitor
O=C(c1cc(C(=O)NCc2ccc(Cl)cc2)c(=O)n(Cc2ccc(Cl)cc2)c1)c1cc(F)ccc1O	12%	-8%	-6%
CN1CCN(c2ccc(N)cc2Cl)CC1	-7%	-2%	-8%

Later entries
SMILES	N370S GC	GCN5L2 inh	FEN1 inhibitor
Nc1ccc2cc(Br)ccc2c1	-10%	-8%	12%
Oc1ccc2c3c1OC1c4oc5ccccc5c4C[C@@]4(O)[C@@H](C2)N(CC2CC2)CC[C@]314 (stereo partly drawn)	/	-1%	-16%
c1ccc2c(N3CCNCC3)cccc2c1	-4%&-4%	-1%	-4%
CCCCn1c(=O)c(C=Nc2cccnc2Cl)c(O)n(CCCCl)c1=O	-21%	-4%	-15%
O=P1(NCCCl)OCCCN1CCCl (stereo not drawn)	3%	1%	12%
Cc1ccc(C(=O)C2C(=O)c3ccccc3C2=O)cc1	-1%	-15%	-8%
CCC(C)NC(=O)CN1C(=O)CN=C(c2ccccc2)c2ccccc21 (stereo not drawn)	-1%	1%	7%
Cc1oc(-c2ccc(Cl)cc2)nc1CS(=O)CC(=O)N1CCC2(CC1)OCCO2 (stereo not drawn)	4%	-17%	-8%
COc1ccc(-c2nc3ccc(C(=O)N4CCC5(CC4)OCCO5)cc3nc2-c2ccc(OC)cc2)cc1	?	-21%	-2%
Cc1nn(Cc2ccccc2)c(C)c1C(=O)OCC(=O)Nc1cccc(S(N)(=O)=O)c1	-11%	-2%	-7%
C[C@@]12CC[C@H](O)C[C@@H]1CC[C@H]1[C@H]2CC[C@@]2(C)[C@@H](C3=CC(=O)OC3)CC[C@]12O	-9%[21.6 µM]	4%[21.4 µM]	/
COC(=O)C1=C(c2c(C)noc2C)C[C@@H]2CC[C@H]1N2C(=O)NCCOc1ccccc1Cl	/	0%	2%

Grouped by structure, the compounds so far with a furan ring, fused or not.
SMILES	N370S GC	GCN5L2 inh	FEN1 inhibitor
CC12CN3CC(C)(CN(C1)C3c1ccco1)C2=O (stereo not drawn)	1%	-5%	7%
Oc1ccc2c3c1OC1c4oc5ccccc5c4C[C@@]4(O)[C@@H](C2)N(CC2CC2)CC[C@]314 (stereo partly drawn)	/	-1%	-16%

New compounds follow:
SMILES	N370S GC	GCN5L2 inh	FEN1 inhibitor
Cn1c(N2CCNCC2)nc2ccccc21	-7%	1%	16%
COc1cc(OC)c(OC)cc1CNCCc1cccc(F)c1	-6%	1%	0%
CC(C)CCn1c(=O)c(C(=O)NCc2ccco2)c(O)c2ccccc21	-3%	3%	-5%
COc1ccc(-n2c(-c3ccccc3Br)nc3ccccc3c2=O)cc1	-2%	1%	-12%
COc1ccccc1NC(=O)COC(=O)c1cn(C)c2ccccc12	/	-3%	2%
Cc1ccc(-c2nc3ccccc3c(=O)n2-c2cc(C)ccn2)cc1	20%	-5%	-7%
COC(=O)C1=C(c2cccc(OCc3ccccc3)c2)C[C@@H]2CC[C@H]1N2C(=O)NCc1ccc(Cl)cc1	/	-8%	-18%
CCOc1cc(-c2nc3c(C)cccn3c2NCC2CCCO2)ccc1O (stereo not drawn)	0%	?	1%
CN1C(C(=O)NCc2cccc(C(F)(F)F)c2)CC2Cn3c(nc4cc5ccccc5cc43)C21 (stereo not drawn)	-5%	?	3%
CNC(C(=O)c1ccccc1)C(OC)c1ccc(C)cc1 (stereo not drawn)	-9%	0%	-6%
Cn1c(CNC(=O)c2ccco2)nnc1SCC(=O)N1c2ccccc2Sc2ccccc21	9%	?	7%
CCCCC(=O)C1C(=O)NC(=O)NC1=O	2%	-9%	0%

Whole records as entered above.
`CNC(C(=O)c1ccccc1)C(OC)c1ccc(C)cc1` (stereo not drawn) as listed: N370S GC = -9%; GCN5L2 inh = 0%; FEN1 inhibitor = -6%
`COC(=O)C1=C(c2cccc(OCc3ccccc3)c2)C[C@@H]2CC[C@H]1N2C(=O)NCc1ccc(Cl)cc1` as listed: N370S GC = /; GCN5L2 inh = -8%; FEN1 inhibitor = -18%

The list continues.
SMILES	N370S GC	GCN5L2 inh	FEN1 inhibitor
C[C@]12CCC(OC(=O)CCC(=O)O)CC1=CCC1C2CC[C@]2(C)C(=O)CCC12 (stereo partly drawn)	-2%	4%	10%
C1CC2NCCC3NCCC(N1)N32 (stereo not drawn)	2%	14%	-5%
COc1ccc(NC(=O)[C@@H](NC(=O)N2C[C@H]3C[C@@H](C2)c2cccc(=O)n2C3)C(C)C)cc1	6%	1%	21%
O=C(/C=C/c1ccc(F)cc1)NC(=S)N1C[C@H]2C[C@H](C1)c1cccc(=O)n1C2	-11%	-8%	-4%
CC(=O)C1CCC2C3CCC4CC(C)(O)CCC4(C)C3CCC12C (stereo not drawn)	-5%	-20%	/
C[C@]12Cc3cn4c(nc3C=C1CCC1C2CC[C@@]2(C)[C@H]1CC[C@@]2(O)C#N)nc1ccccc14 (stereo partly drawn)	-8%	?	?
C=CCn1c(O)c(C(C)=Nc2ccc3c(c2)CCC3)c(=O)[nH]c1=O	4%	-5%	-7%
O=C1NC(=O)N(c2ccc(F)cc2)C(=O)/C1=C/c1ccsc1	-14%	-3%	-15%
O=P1(Oc2ccccc2)CC=CC(COC(c2ccccc2)(c2ccccc2)c2ccccc2)O1 (stereo not drawn)	-1%	/	0%
CN1CCN(c2nc(N)c(Br)c(Cl)n2)CC1	-20%	3%	-4%
COCCNC(=O)c1c(NC(=O)c2ccc(Br)o2)n(Cc2ccccc2)c2nc3ccccc3nc12	2%	?	-19%
COc1ccc(CCn2c(O)c(C=Nc3ccc(NC(C)=O)cc3)c(=O)[nH]c2=O)cc1OC	5%	-14%	12%
CCN1CCN(c2ccc(N)cc2)CC1	0%	5%	-17%
CCN1CCN(C(=O)COc2ccc(S(=O)(=O)N3CCOCC3)cc2C)CC1	-8%	-3%	-1%
OC(c1ccccc1)(c1ccccc1)C1CCCN1 (stereo not drawn)	-8%	-13%	-1%
CCCCC/C=C\C/C=C\C/C=C\C/C=C\CCCC(=O)OCCN	-11%&-28%	-9%&4%	/
Cc1ccc(-n2c(-c3ccc([N+](=O)[O-])cc3)nc3ccccc3c2=O)cc1	1%	20%	-9%
CC1C2Cn3c(nc4ccccc43)C1N(C)O2 (stereo not drawn)	15%	0%	1%
CCOC(=O)c1cn2nc(OP(=S)(OCC)OCC)cc2nc1C	-11%	-7%	-6%
O=C(CN1CCCCC1)Nc1ccc(Br)cc1C(=O)c1ccccc1Cl	-11%	-7%	-1%
CC(=O)c1cccc(NC2=NCC(C)S2)c1 (stereo not drawn)	-9%	2%	13%
CCN(CC)C(=O)c1ccc(NC(=O)c2cccc(S(=O)(=O)N3CCN(Cc4ccccc4)CC3)c2)cc1	-12%	-22%	-8%
COc1ccc(OCCOc2cccc(C=C3C(=O)NC(=O)NC3=O)c2)cc1	-2%	-1%	/
COc1ccccc1N1CCN(Cc2ccccc2)CC1	0%	-5%	-4%
O=C(Nc1ccc(N2CCOCC2)cc1)Nc1ccc2nsnc2c1	?	-1%	-4%
COc1cccc(OCc2cc(C(=O)N3C[C@H]4C[C@@H](C3)c3cccc(=O)n3C4)no2)c1	-7%	?	11%
CC(C)c1ccc(-n2c(O)c(C=NC(CCS(C)=O)C(=O)O)c(=O)[nH]c2=S)cc1 (stereo not drawn)	-4%	-5%	-8%
COc1ccc2c(c1)[C@@]13CCC=C[C@H]1[C@@H](C2)NCC3	-13%	-8%	4%
COC(=O)C1=C(c2ccc(F)cc2F)C[C@@H]2CC[C@H]1N2C(=O)NC(C)C	/	3%	0%
CN(C)CCc1ccc(O)cc1	-16%	12%	/
CC(=O)O[C@@]12CO[C@@H]1C[C@H](OC1OCC(O)C(O)C1O)[C@@]1(C)C(=O)[C@H](O)C3=C(C)[C@@H](OC(=O)[C@H](O)[C@@H](NC(=O)c4ccccc4)c4ccccc4)C[C@@](O)([C@@H](OC(=O)c4ccccc4)C12)C3(C)C (stereo partly drawn)	-12%	-13%	14%
O=C(C1CCCN(c2nnc(-n3cccc3)s2)C1)N1CCC2(CC1)OCCO2 (stereo not drawn)	-6%	-3%	5%
Nc1ncnc2c1nc(Sc1ccc(Cl)cc1)n2[C@@H]1O[C@@H]2COP(O)(=S)O[C@H]2[C@H]1O (stereo partly drawn)	-3%	16%	/
CCC(=NCC1CCCO1)c1c(O)n(-c2ccc(Cl)cc2)c(=O)[nH]c1=O (stereo not drawn)	?	1%	1%
CN1CCN(Cc2ccc(OC(F)(F)F)cc2)CC1	-1%	-2%	-2%
COc1ccc(-c2oc3cc(OC)ccc3c(=O)c2O)cc1	-5%	?	/
Cc1ccc(Cn2nnnc2CN2CCC(n3nnc4cc(C(F)(F)F)ccc43)CC2)cc1	3%	-29%	-19%
Cc1c(NP(=S)(C(C)(C)C)C(C)(C)C)c(=O)n(-c2ccccc2)n1C	16%	-1%	-7%
O=S(=O)(c1ccccc1)N1CN2CCN(C2)C1	0%	-6%	12%
CCCCn1c(O)c(C(CC)=NCc2ccc(F)cc2)c(=O)[nH]c1=O	-11%	?	-19%
O=P(Nc1ccccc1)(Nc1ccccc1)Oc1ccccc1	17%	-2%	-7%
[N-]=[N+]=NCc1cn2cccnc2n1	12%	-3%	1%
O=C(COC(=O)Cc1ccccc1)Nc1ncc(Cl)cc1Cl	19%	-4%	-4%
COc1cc2c(c(OC)c1OC)-c1ccc(O)cc1[C@@H](NC(C)=O)CC2	-3%	-7%	-1%
CCn1c(O)c(N=Nc2ccc(S(=O)(=O)N3CCOCC3)cc2)c(=O)n(CC)c1=S	-5%	-10%	-22%
Cc1ccc2c(c1)CC1(CN2C)C(=O)NC(=O)N(CCC2=CCCCC2)C1=O (stereo not drawn)	0%	2%	-12%
CN(CCc1ccc(Cl)c(Cl)c1)[C@H]1CCCC[C@H]1N1CCCC1	-5%	?	/
